MgcRacGAP inhibition – MgcRacGAP GTPase-activating activity inhibitors, confirmation, biochemical, ADP Hunter fluorescence | MgcRacGAP-stimulated Rac1 GTP hydrolysis, ADP Hunter fluorescence; higher % means a stronger effect; GST-tagged Rac1 F28L mutant substrate | inhibition, % at 30 µM; hits with a dose series show IC50 in µM | hit rate 0.6% among 340,000 | AID 624330;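 active means first-screen hits whose inhibition reached a set limit at any dose in the follow-up dose series; inconclusive means inhibition above the set first-screen limit but never retested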;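 further: fluorescence reports GDP produced by GAP-driven GTP hydrolysis; strong numbers were not always called active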
Siah-1 displacement – Siah-1 peptide-binding antagonists, primary screen, biochemical, fluorescence polarization, rhodamine-plectin, uHTS (AID 1817) | Siah-1 / rhodamine-plectin peptide fluorescence polarization; higher % means a stronger effect | displacement, % at 20 µM, or IC50 in µM where a hit was titrated | hit rate 0.02% among 290,000;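 active means displacement of at least 50% at 20 µM, with a fluorescence ratio check between 0.3 and a set limit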;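 further: plate controls were Siah plus tracer with DMSO for no effect and tracer alone without Siah for full effect; strong numbers were not always called active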
NTR1 ag – NTR1-driven beta-arrestin-GFP spot formation – imaging, U2OS cells, high content, primary screen (AID 493036); P30989; agonist mode; activation, % at 20 µM; hit rate 0.17% among 330,000;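 active means activation at or above 40% of the spot to cytoplasm intensity ratio, with at least 20 cells analyzed; inconclusive means wells under 20 cells, flagged as cytotoxic or low count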;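 further: 0% = DMSO without peptide and 100% = 100 nM NTR1 peptide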
Target sequence (P30989 whole entry, looked up): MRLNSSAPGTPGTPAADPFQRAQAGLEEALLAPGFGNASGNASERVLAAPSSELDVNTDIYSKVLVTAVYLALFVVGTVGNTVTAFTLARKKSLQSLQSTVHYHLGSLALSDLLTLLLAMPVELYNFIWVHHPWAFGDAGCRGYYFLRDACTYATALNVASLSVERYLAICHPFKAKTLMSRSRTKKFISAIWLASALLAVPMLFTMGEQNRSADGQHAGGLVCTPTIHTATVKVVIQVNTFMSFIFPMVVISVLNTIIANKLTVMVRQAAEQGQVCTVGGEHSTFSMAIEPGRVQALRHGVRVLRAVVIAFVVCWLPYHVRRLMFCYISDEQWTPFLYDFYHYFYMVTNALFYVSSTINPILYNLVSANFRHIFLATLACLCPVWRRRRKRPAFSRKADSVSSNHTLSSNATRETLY
UTI89 phage lysis – protection from phage-mediated lysis, alamar blue read-out – E. coli UTI89, K1F phage, bacterial capsule biogenesis inhibitors (AID 488966). E. coli UTI89 K1F phage lysis, alamar blue, 2 h; higher % means a stronger effect. inhibition, % at 100 µM, or IC50 in µM where a hit was titrated. hit rate 0.02% among 340,000;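 active means phage lysis inhibition, versus mean bacterial control, above a set limit; inconclusive means no clear call, values can overlap the other calls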;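 further: capsule biogenesis inhibitors block K1F phage lysis so surviving cells raise fluorescence; higher fluorescence means more inhibition of phage lysis; actives were called in the ten point dose series up to 300 µM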
AID2073 – disruptors of CaV2.2 binding to Mint1 – biochemical, HTRF (AID 2073). one-dose inhibition, % at 20 µM; IC50 in µM for titrated hits. hit rate 0.19% among 290,000. HTRF protein-protein interaction, Mint1-CaV2.2; higher % means a stronger effect; in the data active means inhibition mostly above about 51%, no sharp cut-off; inconclusive means no clear call, values can overlap the other calls; inactive means mostly below about 53%; further: some results filed as inactive read as strong as hits
RSV antiviral HEp-2 – inhibition of RSV-induced cytopathic effect – HEp-2 cells, primary 10 µM value included (AID 2391); hit rate 0.13% among 310,000; HEp-2 cells, RSV-induced CPE inhibition; higher % means a stronger effect; one-dose CPE inhibition, % at 10 µM; IC50 in µM for titrated hits; in the data active means a potency from the dose series; inconclusive means CPE inhibition mostly from about 23% at the one dose, without a potency; inactive means the rest, 99 in 100 with CPE inhibition below about 21%; further: strong numbers were not always called active
SV40 large T antigen – TAg ATPase/helicase activity blockers – biochemical (AID 1903). SV40 large T antigen ATPase/helicase inhibition assay; higher % means a stronger effect. inhibition, % at 20 µM, or IC50 in µM where a hit was titrated. hit rate 0.39% among 310,000; in the data active means a potency from the dose series; inconclusive means inhibition mostly from about 32% at the one dose, without a potency; inactive means the rest, 99 in 100 with inhibition below about 32%; further: strong numbers were not always called active
Dengue-2 NS5 capping – Dengue-2 NS5 methyltransferase inhibitors, primary screen, biochemical, confirmation dose response (AID 588689); hit rate 0.3% among 340,000; one-dose inhibition, % at 25 µM; IC50 in µM for titrated hits; Dengue-2 NS5 methyltransferase capping enzyme assay, biochemical; higher % means a stronger effect; in the data active means a potency from the dose series; inconclusive means inhibition above about 29% without an active follow-up result
West Nile virus CPE – inhibition of WNV-induced cytopathic effect – cell-based, CPE readout (AID 1621) | CPE inhibition, % at 10 µM, or IC50 in µM where a hit was titrated | hit rate 0.02% among 290,000 | West Nile virus-infected cells, CPE inhibition; higher % means a stronger effect; in the data active means a potency from the dose series; inconclusive means CPE inhibition mostly from about 3.7% at the one dose, without a potency; inactive means the rest, 99 in 100 with CPE inhibition below about 2.2%; further: strong numbers were not always called active
NTR1 ag cell count 20 µM – further read-out of NTR1 ag, marked with its call; cell count; measured here: cell count, cytotoxicity flag
* marks the source's active call; other numbers are inactive results; i = inactive; ? = inconclusive; nt = not tested or not shown; [ ] = dose if it differs, or a comment. No enrichment for hits; any-hit rate near 1.6%.

SMILES	MgcRacGAP inhibition	Siah-1 displacement	NTR1 ag	NTR1 ag cell count 20 µM	UTI89 phage lysis	AID2073	RSV antiviral HEp-2	SV40 large T antigen	Dengue-2 NS5 capping	West Nile virus CPE
Cc1c(NC(=S)N/N=C\c2ccccc2O)c(=O)n(-c2ccccc2)n1C	7%	1%	0.4	36	1.2%[50 µM]	22%	-0.5%	24%	-6%	-1.3%
COc1ccc(-n2c(-c3cccc(C)c3[N+](=O)[O-])n[nH]c2=S)cc1	6%	1%	2.7	93	0.1%	-35%	1.4%	-7%	-6%	1.8%
CC(=O)N1[C@H](C)C=C[C@]1(Cc1ccccc1)C(=O)O	8%	0%	-2.6	91	3.2%	0%	2.5%	10%	-4%	0.2%
Cc1c(NC(=O)c2cc3ccccc3c(=O)s2)c(=O)n(-c2ccccc2)n1C	12%	0%	0.0	65	-1.4%	4%	3.5%	0%	-1%	0.0%
O=C(CCCC(=O)N(CC(=O)NC1CCCC1)c1ccc(F)c(Cl)c1)Nc1ccccn1	6%	4%	0.3	46	0.1%	3%	0.8%	4%	-4%	-0.5%
Cc1ccc(C)c(S(=O)(=O)Nc2ccc3scnc3c2)c1	8%	0%	12	93	i	1%	1.4%	7%	-11%	0.6%
CCc1nnc(NC(=O)CCC(=O)Nc2ccc(OC)cc2OC)s1	2%	-4%	0.4	50	0.4%	9%	-0.2%	6%	11%	0.3%
COc1ccccc1-n1c(SCC(=O)Nc2cccc3ccccc23)nc(O)cc1=O	8%	2%	1.0	37	0.8%	0%	0.5%	19%	-2%	0.0%
Cc1ccc(S(=O)(=O)Nc2ccc3c(c2)nc(CCN2CCCCC2)n3C)cc1	4%	11%	0.9	63	-1.0%[50 µM]	2%	-1.0%	10%	-13%	0.0%
Cc1ccc(C(=O)CCC(=O)N(C)CC(=O)Nc2c(Cl)cccc2Cl)cc1	5%	1%	-0.3	66	0.1%	4%	1.5%	12%	5%	-0.3%
CC(O)[C@H]1CNCCN1CC1(c2ccccc2)CC1 (stereo partly drawn)	6%	nt	-1.3	106	2.5%	nt	0.5%	18%	3%	nt
Cc1ccc(C2=NNC(C(O)C(O)C(O)C(O)CO)S2)cc1 (stereo not drawn)	11%	-8%	0.8	57	3.3%	-11%	-0.1%	8%	-1%	-0.5%
S=c1nc(C2CCCCC2)[nH]c2ccccc12	3%	14%	0.2	41	0.3%	15%	0.7%	8%	-7%	0.3%
CC(=O)C(=Nc1ccccc1Cl)NNc1ccc(Cl)cc1	20%	-5%	-0.3	86	0.0%	41%	4.8%	35%	0%	0.1%
COc1ccc(Cl)cc1N(C(C)C(=O)O)S(C)(=O)=O (stereo not drawn)	8%	8%	0.0	44	-0.1%	2%	1.2%	5%	-6%	0.4%
CC(=O)c1cccc(NC(=O)N2CCCC2C(=O)NC2CCCC2)c1 (stereo not drawn)	5%	4%	-0.9	46	0.1%	17%	0.3%	-1%	-4%	-0.4%
O=C(CN1CCCC1)NCC12CC3CC(CC(C3)C1)C2	12%	-2%	1.3	56	-0.1%	-1%	-0.3%	5%	-1%	-0.6%
CC(=O)Nc1ccc(-c2cn3ccsc3n2)cc1	7%	-2%	-1.8	60	-1.1%	-2%	-1.1%	21%	-11%	0.5%
Cc1nc2cc(CC(=O)O)ccc2o1	2%	3%	-2.9	95	1.4%	2%	1.1%	0%	-4%	0.6%
CC1CCc2c(C(=O)NCCCN3CCOCC3)csc2C1 (stereo not drawn)	7%	-1%	-0.4	63	2.1%	2%	-1.7%	11%	-1%	-0.3%
Oc1ccc(-c2csc(-c3cccnc3)n2)c(O)c1	31µM*	-2%	0.5	42	0.3%	?	8.0%	14%	-1%	0.1%
CCC(C)NC(=O)Cn1cnc2sc(C)c(S(=O)(=O)N3CCCCC3)c2c1=O (stereo not drawn)	4%	2%	0.1	31	0.2%	8%	1.4%	10%	-4%	-0.6%
COc1ccc(CC(=O)NCc2ccccc2)cc1	0%	2%	-0.2	56	0.1%	0%	2.8%	11%	-2%	2.1%
Cc1cc(N2CCN(c3nc(-c4ccccc4)cs3)CC2)c2ccccc2n1	5%	-1%	12	56	2.4%	-3%	-2.0%	18%	-2%	-0.6%
Cc1nc2scc(-c3ccc(C(C)(C)C)cc3)c2c(=O)n1N	7%	6%	9.5	37	-0.3%	-4%	14%	8%	-6%	-0.2%
O=c1[nH]c(-c2ccncc2)nc2ccccc12	18%	1%	-0.7	48	0.4%	-10%	0.5%	0%	-2%	-0.1%
O=[N+]([O-])c1ccc(-c2cnc3ccccc3n2)cc1	3%	-1%	1.4	61	-1.5%	6%	?	10%	-1%	0.1%
N#Cc1ccc(Oc2ccc(S(=O)(=O)N3CCOCC3)cn2)cc1	10%	nt	1.3	60	-0.1%[50 µM]	nt	-0.2%	9%	-1%	nt
CCCC(C(=O)OCC)P(=O)(c1ccccc1)c1ccccc1 (stereo not drawn)	9%	1%	0.2	69	0.8%	-6%	1.1%	10%	-3%	-0.1%
Cn1cnc(S(=O)(=O)Nc2cc(C(F)(F)F)ccc2N2CCOCC2)c1	12%	8%	1.6	38	-0.8%	8%	1.3%	7%	1%	-0.4%
CN(Cc1cnn(C)c1)Cc1nc(Cc2ccccc2Cl)no1	10%	4%	-0.7	36	2.2%	-2%	0.8%	12%	-4%	1.2%
COc1ccccc1NCCC(=O)OCC(=O)Nc1ccc(Cl)cn1	11%	1%	-3.2	50	-0.8%	-6%	0.6%	14%	-4%	nt
CC1CCN(C(=O)C(=O)Nc2sc3c(c2C(N)=O)CC(C)(C)OC3)CC1	9%	5%	1.1	62	-0.2%	3%	-0.1%	10%	-4%	0.3%
CCn1nnc(NC(=O)c2ccc(C(C)(C)C)cc2)n1	3%	-3%	-0.6	78	0.0%	2%	0.5%	12%	-2%	0.2%
O=C(O)CCC(=O)Nc1ccc(Cc2ccc(NC(=O)CCC(=O)O)cc2)cc1	2%	2%	-0.7	91	0.7%	6%	1.1%	6%	-6%	-0.1%
CS(=O)(=O)N(CCc1ccccc1)CC(=O)NCc1ccncc1	-2%	0%	1.2	52	0.8%	-1%	0.5%	2%	-3%	-0.4%
Cc1ccc(C)c(C(=O)n2cnnc2N)c1	1%	4%	4.7	56	-2.1%	-2%	0.4%	-1%	3%	0.4%
CC1Cc2cc(/C(O)=C3\C(=O)C(=O)N(Cc4ccncc4)C3c3ccccc3F)ccc2O1 (stereo not drawn)	11%	1%	0.1	56	0.4%	41%	1.4%	10%	-6%	0.3%
COc1cc(C(=O)NC(C(=O)Nc2cccc(C(C)=O)c2)C(C)C)cc(OC)c1OC (stereo not drawn)	3%	-10%	1.0	54	-1.6%	-7%	-1.7%	6%	32%	-1.0%
COc1cccc(CC(=O)N2CCC(n3nccc3NC(=O)C3CCOC3)CC2)c1 (stereo not drawn)	11%	2%	0.0	86	1.5%[50 µM]	10%	0.6%	4%	-2%	0.0%
COc1ccc(CCNC(=O)CN2C(=O)NC3(CCc4ccccc43)C2=O)cc1 (stereo not drawn)	-3%	nt	1.2	65	0.6%[50 µM]	nt	2.5%	nt	4%	nt
COc1ccc(C(=O)N/C(=C\c2cn(C)c3ccccc23)C(=O)NCCCN2CCOCC2)cc1OC	12%	-1%	-1.5	49	0.2%	-2%	0.8%	20%	-14%	0.7%
COc1ccccc1CNS(=O)(=O)c1ccc(-n2cnnn2)c(OC)c1	5%	0%	0.4	51	0.2%	3%	0.9%	6%	1%	-0.3%
COCCn1c(SCC(=O)c2ccc3c(c2)OCCO3)nnc1-c1ccco1	9%	0%	-1.7	76	0.0%	6%	2.1%	2%	-8%	0.1%
Cc1ccc(S(=O)(=O)NCC(=O)OCC(=O)NC(=O)NC2CCCC2)cc1	3%	-6%	0.5	36	1.2%	5%	-1.7%	-8%	-5%	-0.1%
Cc1ccc(-n2cc(CN(C)CCc3cn[nH]c3)c(-c3cccc(C)c3)n2)cc1	7%	-7%	2.1	85	0.6%	-12%	0.2%	10%	-3%	-0.4%
Cc1cc(C)cc(OCC(=O)OC(C)C(=O)Nc2c(C)n(C)n(-c3ccccc3)c2=O)c1 (stereo not drawn)	3%	nt	0.7	64	1.4%[50 µM]	nt	-2.2%	12%	-9%	nt
Cc1nc(C)c(-c2nnc(-c3ccc(C(C)(C)C)cc3)o2)cc1C(=O)NN	3%	5%	5.2	62	9.9%	-2%	0.3%	5%	0%	-1.6%
CN(C(=S)NC(=O)c1ccc(Cl)cc1)C1CCCCC1	11%	10%	1.2	66	0.0%[50 µM]	20%	0.0%	13%	5%	-1.2%
Cc1ccc(N(CC(=O)N/N=C/c2cc(C)n(-c3ccccc3C)c2C)S(C)(=O)=O)cc1	4%	0%	2.1	52	0.2%[50 µM]	15%	7.3%	5%	-7%	-0.2%
O=C(O)CN1C(=O)NC2NC(=O)NC21 (stereo not drawn)	-2%	-1%	2.7	39	1.7%[50 µM]	-4%	0.7%	16%	0%	-0.1%
Cc1cccc(NC(=S)NCc2ccc3c(c2)OCO3)c1	9%	10%	-1.8	60	2.5%	13%	12%	14%	-8%	-0.5%
O=C(CCC1CCCC1)NCCCN1CCOCC1	6%	0%	3.4	82	-0.2%	-4%	-0.4%	-5%	-2%	0.1%
CN(C)c1ccc(/C=C2\SC(=S)N(Nc3ncc(C(F)(F)F)cc3Cl)C2=O)cc1	6%	13%	-8.4	78	0.0%	6%	1.8%	?	?	-0.2%
CC1CCN(C(=O)c2ccc(-c3ccccc3Cl)o2)CC1	0%	nt	4.8	66	-0.9%[50 µM]	nt	-1.1%	7%	-5%	nt
Cc1noc(C)c1Cc1c(Cl)cccc1Cl	7%	-1%	-1.0	55	0.0%	0%	2.8%	26%	-11%	-0.2%
O=C(CSc1nnc(-c2cccs2)n1-c1ccccc1)N1CCOCC1	7%	0%	0.1	86	0.1%	11%	1.3%	7%	1%	-0.4%
Nn1c(SCC(=O)Nc2ccc(N3CCOCC3)cc2)nnc1-c1cccc(F)c1	4%	nt	0.8	49	0.1%[50 µM]	nt	2.2%	nt	0%	nt
O=C1/C(=C/c2coc3ccc(O)cc3c2=O)SC(=S)N1c1ccccc1	6%	2%	3.7	60	0.2%	15%	8.6%	26%	15%	0.6%
CCC1CCCCN1C(=O)CSc1nc2c(c(=O)n(C)c(=O)n2C)n1C (stereo not drawn)	8%	-3%	-1.1	27	-0.2%	19%	0.1%	nt	nt	-0.7%
